# Compound activity: PubChem BioAssay, several laboratories
# Insulin prom inh = TRM-6 insulin promoter activity inhibition; 0.9% of 130,000 active; inhibition, % at 2 µM; TRM-6 cells (human fetal islet line), insulin promoter-eGFP reporter, imaging; reporter expression induced with tamoxifen;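 active means inhibition above the mean plus 3 SD, with well images judged a real hit on visual review, cut at about 60% in these data, passing the limit was not always enough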
# sdo1 growth = sdo1-depleted yeast growth rescue. z-score at 10 µM. S. cerevisiae sdo1-depleted JHY4D growth rescue, OD600 30 h; active compounds read high; pdr5 snq2 efflux-pump mutant strain. 0.21% of 140,000 active;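 active means z-score above 3 at both the 24 hr and the 30 hr optical density reads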;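 further: z-score against mean and SD of all compound wells on the same plate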
# sdo1 growth Rescue 24 h = recorded beside sdo1 growth, whose call it bears; z-score; S. cerevisiae sdo1-depleted JHY4D growth rescue, OD600; measured here: growth rescue at 24 h;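 0 is the plate mean of compound wells and units are plate SD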
# An asterisk follows results filed as active; / = no result given. These rows are one share of the data. The share of hits here may be higher or lower than overall.
mol	Insulin prom inh	sdo1 growth	sdo1 growth Rescue 24 h
Cc1cc(=O)oc2c(C(=O)/C=C/c3ccccc3)c(O)ccc12	-33	-1.9	-1.3
NC(N)=N/N=C/c1ccc(OCc2ccccc2Cl)cc1	37	-1.8	-0.54
O=C(Nc1ccc(NC(=S)NC(=O)C(c2ccccc2)c2ccccc2)cc1)c1ccccc1	33	/	/
CC(=O)C(C)Oc1ccc2c3c(c(=O)oc2c1)CCCC3 (stereo not drawn)	14	0.28	0.14
O=C(NC(=S)NC1C2CC3CC(C2)CC1C3)C12CC3CC(CC(C3)C1)C2 (stereo not drawn)	11	-0.18	0.38
CCCSc1nnc(-c2ccccc2NC(=O)CC)c(=O)[nH]1	-230	1.4	1.1
CCCCn1c(C)cc2cc(O)ccc21	/	-0.49	-0.24
O=C(Nc1nnc(-c2ccccn2)o1)c1cccc(Br)c1	/	-0.79	-0.46
COC(=O)c1cccc(-n2c(C)cc(C=O)c2C)c1C	-38	1.5	1.9
CC(C(=O)O/N=C(\N)c1cccnc1)c1ccc([N+](=O)[O-])cc1 (stereo not drawn)	0	/	/
CCOC(=O)c1c(C)nc2sc3c(=O)n(-c4ccc(C(C)=O)cc4)cnc3c2c1-c1ccc(OC)cc1	/	-0.4	-0.57
CCOc1cc(C(=O)N2CCN(C/C=C/c3ccccc3)CC2)cc(OCC)c1OCC	17	0.17	0.24
CC(=O)Nc1cccc(N2C(=O)CCC2=O)c1	14	0.27	-0.41
CCOC(=O)c1cc(CNC(=O)c2c(C)oc3c2CCCC3)c(C)o1	-9	1.3	1.5
CCCN1C(=O)c2ccccc2NC1c1ccc(OC)cc1OC (stereo not drawn)	/	-0.94	0.24
Cc1cc(Cl)ccc1NC(=S)NC(C)(C)C	-29	/	/
Cc1ccc(C(=O)CSc2ccc(-c3cccnc3)nn2)cc1	25	/	/
c1ccc(Cc2nnc3sc(-c4ccncc4)nn23)cc1	38	-0.88	-0.58
N/C(Cc1cccc2ccccc12)=N\OC(=O)c1ccc(Br)o1	-108	/	/
COc1ccccc1CNc1nc2nc(C)c(Cl)c(=O)n2[nH]1	/	0.99	0.55
CCCCCNc1nc(-c2ccccc2)nc(-n2ccnc2)n1	-27	/	/
Cn1cnnc1SCC(=O)OCN1C(=O)c2ccccc2C1=O	36	0.57	0.62
CCOc1ccc(OCc2ccc(C(=O)N3CCCC(C)C3)cc2)cc1 (stereo not drawn)	-48	/	/
COc1ccccc1N1CCN(S(=O)(=O)CC23CCC(CC2=O)C3(C)C)CC1 (stereo not drawn)	0	-0.51	-0.9
Cc1ccc(NC(=O)CSc2ccccn2)cc1S(=O)(=O)N1CCOCC1	74*	/	/
CCOC(=O)C1=C(c2ccccc2)N2CCS(=O)(=O)N=C2S1	14	0.92	0.53
N#CC(C(=O)NC1CCCCC1)c1nc2ccccc2nc1N1CCN(c2ccc(F)cc2)CC1 (stereo not drawn)	/	-0.95	-0.56
O=C(Cc1ccccc1)NN1C(=O)c2ccccc2C1=O	-20	/	/
CC(C)CC(c1nnnn1Cc1ccccc1)N1CCC(C(N)=O)CC1 (stereo not drawn)	-71	0.52	0.11
COCCNC(=O)COc1ccccc1Cl	/	1.7	1.1
O=C(NCc1ccco1)c1cc(C(=O)C2CCCCC2)c[nH]1	-79	0.09	-0.04
CNc1nc(Oc2ccc(=O)n(C)n2)nc(N2CCOCC2)n1	-7	0.32	-0.49
Cc1cc(C)c(NC(=O)CS(=O)CC(=O)N2CCN(c3ccccc3)CC2)c(C)c1 (stereo not drawn)	/	1.3	1.1
COc1ccc(-c2ccc(CCC(=O)O)n2C(C)C)cc1	-36	-0.03	-0.42
COc1ccccc1OCCC(=O)OCC(=O)Nc1cccc(Br)c1	/	0.34	0.07
CNCC(O)COc1ccccc1 (stereo not drawn)	28	-0.75	-0.72
COC(CC(=O)NNC(=S)Nc1ccccc1)OC	38	/	/
CN(C(=O)COC(=O)c1ccc2[nH]c3c(c2c1)CCCC3)C1CCS(=O)(=O)C1 (stereo not drawn)	18	/	/
Nc1nc(CSc2nc3ccccc3s2)nc(Nc2ccccc2)n1	0	-0.95	-0.89
Cc1ccc(S(=O)(=O)NN2C(=O)c3ccccc3NC2C)cc1 (stereo not drawn)	15	0.69	0.19
O=C(Nc1ccccn1)c1c(O)c2cccc3c2n(c1=O)CCC3	/	0.55	2.3
Cc1ncoc1C(=O)Nc1cccc(Cl)c1	-22	-0.7	-1.8
CCCCCCc1cc2cc(S(=O)(=O)c3ccc(F)c(Cl)c3)c(=O)oc2cc1O	/	-1	-0.63
Cc1cc(NN)nc(NS(=O)(=O)c2ccc(Cl)cc2)n1	31	/	/
Cc1ccc2c(c1)NCC(C(=O)NCc1ccccc1)O2 (stereo not drawn)	20	-0.03	-1.8
C=CCn1c2ccccc2c2nnc(SC(CC)C(=O)Nc3sc4c(c3C#N)CCCC4)nc21 (stereo not drawn)	46	0.05	0.85
O=S(=O)(/C=C/c1ccccc1)Nc1ccc(N2CCOCC2)cc1	31	-0.3	-0.86
CCOC(=O)/C(C#N)=N\Nc1ccc(S(=O)(=O)Nc2nc(C)cc(C)n2)cc1	43	0.64	-0.48
COc1ccccc1-c1nc(-c2ccccn2)no1	/	-0.3	-0.45
CC1CN(c2nn3c(=O)c4ccccc4nc3c3ccccc23)CC(C)O1 (stereo not drawn)	/	-0.92	-1.1
N#Cc1c2n(cnc1=O)CCCCC2	18	0.82	-0.82
CC(=O)NC1=NN(C(C)=O)C(C)(c2ccc(Cl)s2)S1 (stereo not drawn)	9	2.2	2.6
Cc1nnc(SCCC(=O)Nc2ccc(F)cc2)s1	-6	-0.09	-0.96
COC(=O)Oc1cncc(C(=O)O)c1	14	1.5	1.9
CC1=C(C(=O)Nc2ccccc2)C(c2cccnc2)n2nc(-c3cccnc3)nc2N1 (stereo not drawn)	/	0.97	0.68
O=S(=O)(c1ccccc1)N1CCSC1c1ccco1 (stereo not drawn)	32	-0.06	-0.94
Cc1ccc(C(=O)Nc2cc(C(C)C)c(O)c(C(C)C)c2)cc1	/	-1.3	-0.76
Cc1ccc(OC(=O)CCC(=O)N2CCc3ccccc32)cc1	-29	-0.72	-2.1
O=C1CNC(=O)/C1=C/c1ccc(O)cc1	-3	0.68	-0.23
C=CCNC(=O)c1scc2c1CCCC2	42	1	0.86

# In another format: results already given
> Cc1ccc2c(c1)NCC(C(=O)NCc1ccccc1)O2 (stereo not drawn)
  Insulin prom inh: 20
  sdo1 growth: -0.03
  sdo1 growth Rescue 24 h: -1.8

> C=CCn1c2ccccc2c2nnc(SC(CC)C(=O)Nc3sc4c(c3C#N)CCCC4)nc21 (stereo not drawn)
  Insulin prom inh: 46
  sdo1 growth: 0.05
  sdo1 growth Rescue 24 h: 0.85

> O=S(=O)(/C=C/c1ccccc1)Nc1ccc(N2CCOCC2)cc1
  Insulin prom inh: 31
  sdo1 growth: -0.3
  sdo1 growth Rescue 24 h: -0.86

# Later entries
# Results follow in this order: Insulin prom inh | sdo1 growth | sdo1 growth Rescue 24 h
CCCCSc1nc(O)c(C2OC(=O)c3c2ccc(OC)c3OC)c(=O)n1-c1ccccc1 (stereo not drawn)
    17 | 0.04 | -0.85
O=C(CN1C(=O)C2C3C=CC(C3)C2C1=O)N1CC=C(c2ccccc2)CC1 (stereo not drawn)
    38 | 0.04 | 0.01
COC(=O)c1c(NC(=O)c2nn(C)cc2Cl)sc2c1CCCC2
    -3 | -1.4 | -0.54
Cc1ccc(NC(=O)Nc2cccs2)c(Cl)c1
    38 | -0.47 | -1.2
CCOC(=O)c1sc(NC(=O)c2ccc(S(=O)(=O)N3CCCCCC3)cc2)nc1-c1ccccc1
    / | -0.55 | -0.51
COc1ccc(CN2C(=O)CC(Cc3ccc(C)cc3)C2=O)cc1OC (stereo not drawn)
    / | 0.32 | -0.33
N=c1cc(C2(O)CCCCC2)n2c(nc3ccccc32)s1
    47 | -0.61 | -1.2
Oc1ccccc1C=NC1CCCCC1N=Cc1ccccc1O (stereo not drawn)
    13 | / | /
Cc1ccccc1NC(=O)NCc1ccco1
    14 | -0.84 | -1.3
CNc1oc(-c2ccccc2Cl)nc1P(=O)(c1ccccc1)c1ccccc1
    / | -1.3 | -1.3
COc1ccc(C=C(c2ccc(OC)cc2)c2ccc(OC)cc2)cc1
    39 | 1.2 | 1.4
Nc1nc(CN2CCc3ccccc3C2)nc(Nc2ccccc2)n1
    -338 | -0.14 | -0.19
COc1ccc2nc(COC(=O)c3ccco3)c(C(C)=O)[n+]([O-])c2c1
    / | 0.23 | 0.13
CCN(CC)S(=O)(=O)c1ccc(C(=O)NCCCN=C2NS(=O)(=O)c3ccccc32)cc1
    -235 | 0.06 | 0.26
COC(=O)NC1CSCC1OC(=O)c1ccc(Br)cc1 (stereo not drawn)
    51 | 0.6 | 0.93
O=C(Nc1ccc2c(c1)OCCO2)c1ccc(Cl)c(S(=O)(=O)N2CCOCC2)c1
    -16 | 0.46 | -0.33
CS(=O)(=O)N(Cc1ccc(C(=O)Nc2ccccc2Sc2ccccc2)cc1)c1ccccc1
    55 | -1.3 | -0.5
Cc1nnc(NCCO)c2ccccc12
    -56 | 0.56 | -1.3
O=S(=O)(c1cccc(-c2csc(-c3cccnc3)n2)c1)N1CCCCC1
    -29 | -1.1 | -0.56
COc1ccc(OC)c(C2C(C(C)=O)=C(O)C(=O)N2c2ccc(F)cc2)c1 (stereo not drawn)
    -5 | -0.39 | -0.45
CCOc1ccc2cc(S(=O)(=O)N3CCOCC3)ccc2c1
    52 | -0.15 | 0.22
O=C(COC(=O)c1cnccn1)c1ccc(Br)cc1
    / | 0.41 | 0.58
Cc1ccc(C(=O)NCCCN2CCOCC2)o1
    -7 | 2.3 | 3.1
C[C@@H]1C(=O)O[C@@H]2CC34[C@H]5C[C@@H](C(C)(C)C)C36[C@H](OC(=O)[C@@H]6O)OC4(C(=O)O5)[C@@]12O (stereo partly drawn)
    5 | 0.21 | -0.25
COc1ccccc1N1CCN(C(=O)/C=C/c2ccco2)CC1
    -23 | 0.31 | -0.32
COc1cc2c(cc1OC)-c1nncn1C(C)(C)C2
    / | -0.21 | -0.91
CC(=O)C1=C(O)C(=O)N(c2cccc(C(=O)O)c2)C1c1ccccc1F (stereo not drawn)
    / | 1.6 | 0.21
COc1ccccc1NC(=S)N1CCC(NC(=O)NC23CC4CC(CC(C4)C2)C3)CC1
    / | 0.25 | 0.54
C/C(CCC12CC3CC(CC(C3)C1)C2)=N\NC(N)=S
    -41 | -1.6 | -0.77
CC(C)(C)c1cc(C(=O)NCc2cccnc2)ccn1
    / | -0.23 | -1.1

# Structures listed so far marked active in Insulin prom inh:
# Results follow in this order: Insulin prom inh | sdo1 growth | sdo1 growth Rescue 24 h
Cc1ccc(NC(=O)CSc2ccccn2)cc1S(=O)(=O)N1CCOCC1
    74* | / | /

# (more compounds)
# Results follow in this order: Insulin prom inh | sdo1 growth | sdo1 growth Rescue 24 h
Cc1ccc(NC(=O)Nc2ccnc(-c3cccnc3)n2)cc1
    23 | / | /
CCCCCCSc1cc(C)nc2ncnn12
    / | 0.43 | 0.03
CC(=O)c1cc2c(cc1N/C(=N/S(=O)(=O)c1ccccc1)c1ccc(Cl)cc1)OCO2
    0 | -1.5 | -1.2
Cc1ccc([N+](=O)[O-])c(OCCCNCC(C)O)c1 (stereo not drawn)
    25 | / | /
Cc1ccc(S(=O)(=O)N2CCOCC2)cc1C(=O)NNC(=O)c1ccoc1C
    -20 | / | /
COC(=O)C(O)(CC(=O)Nc1ccccc1OC)C(F)(F)F (stereo not drawn)
    15 | 0.76 | 0.2
COc1cccc(OCCOCCOc2ccc(C)cc2[N+](=O)[O-])c1
    0 | 0.33 | -0.03
O=C(N/C(=C\c1ccc(Br)cc1)c1nc2ccccc2[nH]1)c1ccco1
    / | -0.87 | -0.14
O=C(C(Cc1ccccc1)n1cccc1)N1CCc2ccccc21 (stereo not drawn)
    / | -1.5 | -1.2
NC1=NC(=Nc2cccc(Cl)c2)c2ccccc21
    46 | -0.38 | -0.32
COc1ccc(C2/C(=C(/O)c3ccc(Cl)cc3)C(=O)C(=O)N2CCN2CCOCC2)c(OC)c1 (stereo not drawn)
    -36 | -0.28 | -0.78
Cc1ccc(-n2cccc2/C=C2\C(=N)N3N=C(C(C)C)SC3=NC2=O)cc1
    -8 | / | /
O=C(Nc1ccncc1)c1cccs1
    10 | 0.17 | -0.51
CCCC1=[N+](CC)CCn2c(C)ccc21
    -14 | 0.47 | 0.5
Cc1nn(-c2ccccc2)c2c1C(c1cccs1)C(C#N)=C(N)O2 (stereo not drawn)
    -13 | 0.78 | -0.15
Cc1ccc(C(=O)NN2CCOCC2)cc1
    38 | 0.9 | 0.08
NC(=O)c1cc2ccccc2o/c1=N\NC(=O)c1ccco1
    / | 0.84 | 0.74
COc1ccc(N(CC(=O)N/N=C/c2ccc3c(c2)OCO3)S(=O)(=O)c2ccc(NC(C)=O)cc2)cc1
    -6 | / | /

# An excerpt of these results, field by field:
compound: COC(=O)C(O)(CC(=O)Nc1ccccc1OC)C(F)(F)F (stereo not drawn)
  Insulin prom inh: 15 | sdo1 growth: 0.76 | sdo1 growth Rescue 24 h: 0.2

compound: COc1cccc(OCCOCCOc2ccc(C)cc2[N+](=O)[O-])c1
  Insulin prom inh: 0 | sdo1 growth: 0.33 | sdo1 growth Rescue 24 h: -0.03

compound: O=C(N/C(=C\c1ccc(Br)cc1)c1nc2ccccc2[nH]1)c1ccco1
  Insulin prom inh: / | sdo1 growth: -0.87 | sdo1 growth Rescue 24 h: -0.14

compound: O=C(C(Cc1ccccc1)n1cccc1)N1CCc2ccccc21 (stereo not drawn)
  Insulin prom inh: / | sdo1 growth: -1.5 | sdo1 growth Rescue 24 h: -1.2
